Pf apPOL inh – Pf-apPOL DNA polymerase inhibition. Recombinant Pf-apPOL, molecular beacon fluorescence, 1.5 h. inhibition, % at 10 µM. actives 0.25% (n = 210,000). AID 1794808
mHTT CaM bind – disrupts binding of mutant huntingtin to calmodulin | P42858 | AlphaScreen His-mHTT/GST-CaM binding, luminescence | inhibition, % at 15 µM | actives 3.6% (n = 190,000) | AID 1671202;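 note: 0% = both proteins with DMSO and 100% = one protein alone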
Target sequence (P42858 whole entry, looked up, stated change not applied): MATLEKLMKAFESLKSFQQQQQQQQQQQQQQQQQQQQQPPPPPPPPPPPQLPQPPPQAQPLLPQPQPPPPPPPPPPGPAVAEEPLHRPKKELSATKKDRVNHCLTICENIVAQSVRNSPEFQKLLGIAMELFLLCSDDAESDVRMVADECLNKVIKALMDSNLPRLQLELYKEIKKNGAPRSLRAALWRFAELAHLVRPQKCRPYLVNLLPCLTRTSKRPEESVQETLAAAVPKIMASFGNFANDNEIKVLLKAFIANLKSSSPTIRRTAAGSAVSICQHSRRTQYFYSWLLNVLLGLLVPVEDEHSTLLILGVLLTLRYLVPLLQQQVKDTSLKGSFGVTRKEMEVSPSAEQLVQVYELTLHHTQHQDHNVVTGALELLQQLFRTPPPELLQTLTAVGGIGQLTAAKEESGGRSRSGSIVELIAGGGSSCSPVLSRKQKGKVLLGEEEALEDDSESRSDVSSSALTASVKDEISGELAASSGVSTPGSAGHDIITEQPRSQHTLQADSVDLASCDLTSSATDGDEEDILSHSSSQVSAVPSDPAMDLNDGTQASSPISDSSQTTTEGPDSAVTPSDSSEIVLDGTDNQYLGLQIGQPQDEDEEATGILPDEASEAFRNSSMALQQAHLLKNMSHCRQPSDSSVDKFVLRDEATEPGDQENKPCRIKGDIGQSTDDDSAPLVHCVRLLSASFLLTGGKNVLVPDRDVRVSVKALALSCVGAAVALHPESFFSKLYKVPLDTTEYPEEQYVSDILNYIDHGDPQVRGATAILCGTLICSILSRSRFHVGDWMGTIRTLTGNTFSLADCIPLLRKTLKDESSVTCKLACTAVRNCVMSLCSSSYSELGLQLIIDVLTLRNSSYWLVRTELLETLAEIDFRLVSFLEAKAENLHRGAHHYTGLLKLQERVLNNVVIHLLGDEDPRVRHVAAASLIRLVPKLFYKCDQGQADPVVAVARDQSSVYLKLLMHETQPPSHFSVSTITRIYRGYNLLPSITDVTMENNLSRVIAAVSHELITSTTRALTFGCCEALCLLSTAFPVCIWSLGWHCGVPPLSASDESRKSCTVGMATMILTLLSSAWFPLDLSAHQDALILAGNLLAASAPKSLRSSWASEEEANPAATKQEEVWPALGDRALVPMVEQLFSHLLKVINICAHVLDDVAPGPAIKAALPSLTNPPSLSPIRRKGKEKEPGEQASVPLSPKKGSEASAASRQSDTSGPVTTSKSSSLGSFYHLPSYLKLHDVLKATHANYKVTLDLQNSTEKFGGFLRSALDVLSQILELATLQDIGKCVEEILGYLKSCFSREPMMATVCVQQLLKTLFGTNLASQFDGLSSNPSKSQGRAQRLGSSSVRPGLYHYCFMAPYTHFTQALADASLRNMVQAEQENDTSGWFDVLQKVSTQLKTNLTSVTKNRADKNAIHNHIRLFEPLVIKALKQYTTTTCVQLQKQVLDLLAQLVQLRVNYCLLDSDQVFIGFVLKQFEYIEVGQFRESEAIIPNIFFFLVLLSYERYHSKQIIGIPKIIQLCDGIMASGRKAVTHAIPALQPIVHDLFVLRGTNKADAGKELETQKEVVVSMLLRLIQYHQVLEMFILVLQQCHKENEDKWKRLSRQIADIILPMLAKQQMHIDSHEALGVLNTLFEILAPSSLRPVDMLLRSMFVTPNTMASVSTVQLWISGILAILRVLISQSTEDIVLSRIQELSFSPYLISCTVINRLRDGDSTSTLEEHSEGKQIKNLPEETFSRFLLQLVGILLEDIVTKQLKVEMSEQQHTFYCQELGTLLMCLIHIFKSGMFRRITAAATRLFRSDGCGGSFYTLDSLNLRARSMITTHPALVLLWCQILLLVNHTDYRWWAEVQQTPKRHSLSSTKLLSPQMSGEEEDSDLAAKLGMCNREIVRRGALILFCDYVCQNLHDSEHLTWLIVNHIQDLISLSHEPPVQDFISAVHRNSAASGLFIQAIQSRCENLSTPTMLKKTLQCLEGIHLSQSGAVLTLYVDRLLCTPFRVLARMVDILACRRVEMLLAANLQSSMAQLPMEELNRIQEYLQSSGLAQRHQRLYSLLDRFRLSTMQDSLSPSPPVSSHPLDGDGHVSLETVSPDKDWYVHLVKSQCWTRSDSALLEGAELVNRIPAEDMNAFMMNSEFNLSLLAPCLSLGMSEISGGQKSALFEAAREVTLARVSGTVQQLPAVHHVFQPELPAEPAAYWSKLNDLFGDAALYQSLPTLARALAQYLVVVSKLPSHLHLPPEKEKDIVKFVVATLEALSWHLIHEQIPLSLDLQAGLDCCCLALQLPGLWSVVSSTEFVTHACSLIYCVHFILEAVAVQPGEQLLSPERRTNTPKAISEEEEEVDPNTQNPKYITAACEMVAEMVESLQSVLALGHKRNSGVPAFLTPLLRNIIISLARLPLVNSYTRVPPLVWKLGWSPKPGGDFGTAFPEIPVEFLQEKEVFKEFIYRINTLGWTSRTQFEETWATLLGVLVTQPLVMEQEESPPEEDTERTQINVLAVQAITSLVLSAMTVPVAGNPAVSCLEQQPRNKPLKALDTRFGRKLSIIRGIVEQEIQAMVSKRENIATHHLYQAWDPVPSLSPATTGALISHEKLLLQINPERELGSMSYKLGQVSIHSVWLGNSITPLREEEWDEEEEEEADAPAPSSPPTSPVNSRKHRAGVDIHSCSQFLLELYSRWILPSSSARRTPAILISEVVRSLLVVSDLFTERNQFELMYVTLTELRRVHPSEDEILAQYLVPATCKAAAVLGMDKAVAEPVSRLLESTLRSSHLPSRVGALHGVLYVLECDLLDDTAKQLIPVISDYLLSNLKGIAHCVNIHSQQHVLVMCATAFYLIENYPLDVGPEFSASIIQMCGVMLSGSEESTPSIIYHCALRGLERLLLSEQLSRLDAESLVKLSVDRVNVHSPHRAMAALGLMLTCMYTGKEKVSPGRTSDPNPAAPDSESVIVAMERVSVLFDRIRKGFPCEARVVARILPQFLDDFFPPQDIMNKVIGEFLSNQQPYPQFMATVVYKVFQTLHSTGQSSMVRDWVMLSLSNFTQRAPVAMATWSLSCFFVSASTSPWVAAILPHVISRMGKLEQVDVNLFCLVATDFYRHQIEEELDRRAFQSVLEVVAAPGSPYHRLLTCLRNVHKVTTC
An asterisk follows results filed as active; i = inactive; . = no result given; & = joins results of further samples. Cut-off read from the data, not from the text of the source: active = inhibition above about 50%; inactive = the rest. Outcome played no part in choosing rows; overall some 3.5% were active at least once.

SMILES	Pf apPOL inh	mHTT CaM bind
COc1ccc(NC(=O)c2cc(Cl)ccc2Cl)cc1[N+](=O)[O-]	-1	-4
COc1ccc(NC(=O)c2sc3nc(C)cc(C)c3c2N)cc1	-1	2
Cc1cc2n(n1)CCCN2C(=O)CCC(=O)N1CCN(c2cccc(C)c2C)CC1	0	38
COc1ccc(CC(=O)N2CCCC2c2cc(C(C)C)on2)cc1 (stereo not drawn)	-4	-2
Cc1ccc(N2C(=O)CSC2c2ccccc2[N+](=O)[O-])cc1 (stereo not drawn)	-3	11
CCc1cccc(C)c1NC(=O)c1ccc(OC)c(Br)c1	-7	-4
O=C(c1cc2c(s1)CCC(C(=O)N1CCOCC1)C2)N1CCCC1 (stereo not drawn)	1	-5
COc1ccc(C(=O)NC(C)(C)C)cc1I	3	-2
COc1ccc(CN2CCC(=O)N([C@H](CO)CC(C)C)CC2)cc1	-7	8
CC(=O)Nc1ccc2c(c1)OCCO2	-2	.
O=C(c1ccc(F)cc1)N1CCC(N2CCC(C(=O)N3CCCCC3)CC2)CC1	1	-3
Cc1ccnc(Nc2ccc(N3CCN(C(=O)C4CCCC4)CC3)nn2)c1	-5	55*
CCCNC(=O)c1ccc2ncc3c(=O)n(-c4ccc(F)cc4)[nH]c3c2c1	0	12
Cc1cc2c(c(=O)[nH]1)C(=O)O/C2=C\c1ccc(Cl)cc1Cl	6	-1
COc1ccc(C(=O)N2CC3CC2CC3NS(=O)(=O)c2ccccc2)cc1OC (stereo not drawn)	-4	0
CCC(=O)NCc1nc2c(n1CC)CN(C(=O)Cc1cccs1)CC2	5	19
COc1cccc(OCCOCCN2CCCCC2)c1	-6	2
NCc1cnc(-c2ccccc2)s1	0	-1
S=c1nc2c(n[nH]1)[nH]c1ccccc12	.	16
O=C1OC(c2ccco2)=N/C1=C/c1ccccc1[N+](=O)[O-]	-1	4
CCC(C)NC(=O)C1COC2(CCCCC2)N1C(=O)c1cccc(OC)c1 (stereo not drawn)	1	-8
O=C(O)c1ccc(Br)c(S(=O)(=O)N(CCO)CCO)c1	-1	-6
O=C(NCc1ccncc1)C(=O)NC1CCCCCC1	-9	-1
COc1cc2c(cc1OC)CN(Cc1ccccc1F)CC2	-7	-3

Shown as a markdown table: part of the list above
| SMILES | Pf apPOL inh | mHTT CaM bind |
| --- | --- | --- |
| NCc1cnc(-c2ccccc2)s1 | 0 | -1 |
| O=C1OC(c2ccco2)=N/C1=C/c1ccccc1[N+](=O)[O-] | -1 | 4 |
| CCC(=O)NCc1nc2c(n1CC)CN(C(=O)Cc1cccs1)CC2 | 5 | 19 |
| O=C(NCc1ccncc1)C(=O)NC1CCCCCC1 | -9 | -1 |

Additional structures follow.
SMILES	Pf apPOL inh	mHTT CaM bind
CCCc1[nH]n(-c2ccc(F)cc2)c(=O)c1C=NC1CCCC1	-3	-4
COc1ccccc1NC1=CC(=NS(=O)(=O)c2ccc(C)cc2C)c2ccccc2C1=O	-6	92*
COc1ccc(Cc2c(O)nc(SC)[nH]c2=O)cc1	-1	-3
CCCCCNC(=O)c1nnn(-c2ccccc2)c1-c1ccncc1	-1	-6
CCOC(=O)N1CCN(C(=O)CN2CCN(c3ccc(F)cc3)C2=O)CC1	-8	-18
COc1ccc(OCC(=O)O/N=C(\N)c2cccnc2)cc1	-5	i
N#Cc1ccc(NC(=O)c2cc(S(=O)(=O)N3CCOCC3)ccc2O)cc1	-1	-5
COc1ccc(CC(=O)N2CCCCC2CCN2CCOCC2)cc1 (stereo not drawn)	-3	2
CC1CCN(CC(=O)N2N=C(c3ccc(F)cc3)CC2c2cccn2C)CC1 (stereo not drawn)	-1	52*
CC(=O)N1CCC(n2c(C)nc(C(=O)NCCc3ccccc3)c2C)CC1	-7	6
CCOC(=O)c1ccc(NC(=O)C2CCc3nc(N4CCOCC4)ncc3C2)cc1 (stereo not drawn)	-5	11
Cc1cccn2c(=O)c(C=NCc3ccccc3)c(NCCO)nc12	0	6

Reprinted from the part before: seven compounds, then new ones.
SMILES	Pf apPOL inh	mHTT CaM bind
COc1ccc(OCC(=O)O/N=C(\N)c2cccnc2)cc1	-5	i
N#Cc1ccc(NC(=O)c2cc(S(=O)(=O)N3CCOCC3)ccc2O)cc1	-1	-5
COc1ccc(CC(=O)N2CCCCC2CCN2CCOCC2)cc1 (stereo not drawn)	-3	2
CC1CCN(CC(=O)N2N=C(c3ccc(F)cc3)CC2c2cccn2C)CC1 (stereo not drawn)	-1	52*
CC(=O)N1CCC(n2c(C)nc(C(=O)NCCc3ccccc3)c2C)CC1	-7	6
CCOC(=O)c1ccc(NC(=O)C2CCc3nc(N4CCOCC4)ncc3C2)cc1 (stereo not drawn)	-5	11
Cc1cccn2c(=O)c(C=NCc3ccccc3)c(NCCO)nc12	0	6
O=C(NCC1CCCO1)c1cc2cc3ccc(Cl)cc3nc2o1 (stereo not drawn)	-1	-2
CC1=CC(C)C(CN(C2CCCCC2)S(=O)(=O)c2ccc(N)cc2)C(C)C1 (stereo not drawn)	1	43
CCNC(=O)c1ccc(CN2CCN(c3ccccc3C)CC2)o1	-3	16
CC(C)(CO)NC(=O)c1cc(C(C)(C)C)cc(C(C)(C)C)c1	-2	-3
CCOC(=O)CC[C@@H]1CC[C@]2(CCCN(Cc3cccs3)C2)O1	-6	94*
Cc1cc(C)c2[nH]c3nc(SC(C)C)nnc3c2c1	1	17
CCc1ccc(C2CC(c3ccc(Br)cc3)Nc3nc(N)nn32)cc1 (stereo not drawn)	-2	33
N#Cc1ccc(C(=O)N2CCC(c3ccn4ncc(C(=O)N5CCOCC5)c4c3)CC2)cc1	-6	-1
Cn1ncc(N2CCCC(C(=O)NCCc3ccccn3)C2)cc1=O (stereo not drawn)	-5	6
CCN(Cc1ccccc1)C(=O)c1sc2ccccc2c1Cl	0	-68
CN1CCCn2nc(C3CCN(C(=O)NCCc4ccccc4)CC3)cc2C1=O	-3	-5
Cc1ccc(C(=O)NC(C(=O)N2CCN(C)CC2)C23CC4CC(CC(C4)C2)C3)cc1 (stereo not drawn)	6	2
O=C(c1ccccc1)N1CCC(O)C2CCCCC21 (stereo not drawn)	-5	3
O=C1CC(c2nc(-c3ccccc3)cs2)C2(CCCCC2)O1 (stereo not drawn)	1	-4
COc1cccc(-c2cc3ccc(O)c(CN4CCCC4)c3oc2=O)c1	-11	27
O=C(Nc1cc(-c2ccccn2)no1)c1ccccn1	-10	100*
COc1cccc(S(=O)(=O)N2CCc3nc(NC(=O)c4sccc4C)sc3C2)c1	-6	12
COc1cccc(-n2c(=O)c3sccc3n(CC(=O)Nc3ccc(F)cc3)c2=O)c1	-6	2
Cc1cccn2c(=O)c3cc(C(=O)Nc4ccc(F)c(F)c4)sc3nc12	-8	-5
CCOc1nccnc1N1CCC(N(C)S(=O)(=O)N(C)C)C1 (stereo not drawn)	2	3
O=C(Cc1nc(-c2ccccc2)n[nH]1)Nc1cccc(Cl)c1	-2	-5
Cc1ccc(C)c(NC(=O)/C=C/c2ccc3c(c2)OCO3)c1	-5	-2
O=c1/c(=C/c2ccc(-c3ccc([N+](=O)[O-])cc3)o2)sc2nc3cc(Br)cnc3n12	-6	5
C[N+](C)(C)C(Cc1c[nH]c(=S)[nH]1)C(=O)[O-] (stereo not drawn)	-14	.
CCCn1cnc2ccc(-c3noc(Cc4cccs4)n3)cc21	-6	23
CCCC(O)=C1C(=O)CC(C)(C)CC1=Nc1ccncc1	-3	4
Cc1ccc(S(=O)(=O)NNC2CS(=O)(=O)c3ccccc32)cc1 (stereo not drawn)	-6	.
Cc1nnsc1-c1n[nH]c(=S)n1C1CC1	2&1	.
COc1cccc(Nc2ncc3c(n2)CCN(Cc2ccc(OC)c(OC)c2OC)C3)c1	-18	10
CCCCC(CC)C(=O)Nc1c(Cl)cccc1Cl (stereo not drawn)	0	-14
CCN1/C(=C/C(C)=O)Sc2ccc(O)cc21	-6	.
CC1(C)CC(=O)C2=C(C1)OC(N)=C(C#N)C2c1ccc(Cl)cc1 (stereo not drawn)	-2&-3	0
CCCNc1cc(N2CCC(CCC(=O)NCc3ccc(F)cc3Cl)CC2)ncn1	0	-2
O=C(c1ccco1)N1CCCC1c1cccc(F)c1 (stereo not drawn)	-1	11
Cc1ccc(N2CCC(C(=O)NCCc3ccccc3)C2=O)cc1Cl (stereo not drawn)	-1	14
CCCOc1ccc(NC(=O)Nc2ccc(OC)cc2)cc1	-6	-2
Cc1ccc(NC(=O)N2CCCC(OCc3ccccc3F)C2)cc1 (stereo not drawn)	-8	-10
O=C(Cc1ccc(Cl)cc1)N1CCN(c2nc(CN3CCCCC3)cs2)CC1	-6	48
CC(=O)Nc1c(C)ccc(CNC(=O)CSc2nc(-c3ccccc3)cs2)c1C	0	2
Cc1cccc(NC(=O)N2CC3CCCN3c3ccccc32)c1 (stereo not drawn)	0	74*
Cc1ccccc1OCCCCN1CCCCC1	2	-4
COc1ccccc1N1CCN(CC(O)COCCC2CC3CCC2C3)CC1 (stereo not drawn)	4	14
CCOc1ccccc1NS(=O)(=O)c1ccc([N+](=O)[O-])cc1	-5	6
COC(=O)C1CN(Cc2ccc(Cl)cc2)CCS(=O)(=O)N1Cc1cn(Cc2ccc(OC)cc2)nn1 (stereo not drawn)	2	17
Cn1cc(C(=O)Nc2nc3ccc(S(C)(=O)=O)cc3s2)nn1	3	-13
O=C(NCCn1ccc2ccccc21)c1c(F)cccc1F	0	-2
COc1cc(C2=N/C(=C/c3coc4ccccc4c3=O)C(=O)O2)cc(OC)c1OC	-1	-2
CC(C(=O)Nc1ccc2c(c1)OCCO2)n1nnc(-c2ccccc2)n1 (stereo not drawn)	6	8
O=C(c1ccc(OCC2CCN(C(=O)c3ccsc3)CC2)cc1)N1CCCCC1	50	-3
COCCNC(=O)NCCN1CCN(c2ccccc2OC)CC1	-4	-5
Cc1ccc(N=C2C(=O)Nc3ccccc32)c(C)c1	-4	13
O=C(C1CCCCC1)N1C[C@@H](O)[C@H](n2cc(C3CC3)nn2)C[C@@H]1c1ccc(Cl)cc1	2	17
CN1CCCCC1=NCCCn1cnc2c1c(=O)[nH]c(=O)n2C	-4	-3
NC(=O)c1nnc2cc(-c3ccccc3)nn2c1N	12	.
COc1ccc(S(=O)(=O)N2CCCN(c3c(Cl)cncc3Cl)CC2)cc1OC	0	.
N#CCc1ccc(NC2=NS(=O)(=O)c3ccccc32)cc1	-3	2
CCN(CC)C(=O)C1CCCN(c2ccc([N+](=O)[O-])cc2C=O)C1 (stereo not drawn)	0	70*
CCc1nc2c(sc3nc4c(cc32)COC(C)(C)C4)c(=O)n1CCN1CCOCC1	0	23
COc1c(O)cc2oc(Oc3ccc(O)cc3)cc(=O)c2c1O	0	.
CCSc1nnc(NC(=O)CSc2nnnn2-c2ccccc2CC)s1	-5	-5
Following part:
SMILES	Pf apPOL inh	mHTT CaM bind
COc1ccc(NC(=O)C(NC(=O)/C=C/c2ccc3c(c2)OCO3)c2ccc(OC)cc2)cc1 (stereo not drawn)	-4	11
Cc1c(C(=O)NCCC(C)C)oc2ccc(S(=O)(=O)N3CCC4(CC3)OCCO4)cc12	4	13
O=C(CCS(=O)(=O)c1cccc2nsnc12)NCCc1ccccc1Cl	1	4
COc1cc(C(=O)N2CCN(Cc3cccc([N+](=O)[O-])c3)CC2)cc(OC)c1OC	0	5
CSc1ccccc1N1C(=O)NC2CC1(C)Oc1ccc(Br)cc12 (stereo not drawn)	4	17
O=C(c1ccccc1)N1CCC2(C1)NCc1ccccc1NC2=NC1CCCC1 (stereo not drawn)	-4	12
COc1nccnc1NC1CCN(S(=O)(=O)N(C)C)CC1	-5	6
C=CCNc1nc(Nc2ccc(Cl)cc2)nc(OCC)n1	1	-9
COc1ccccc1CNC(=O)C(=O)NCCCN1CCCC1=O	-5	-8
O=C1C(Nc2ccccc2)=CC(=NS(=O)(=O)c2cccs2)c2ccccc21	0	92*
O=C1c2ccc(Oc3cccc(NC(=O)C(F)(F)F)c3)cc2C(=O)N1c1ccccc1	3	2
O=C(c1cccs1)c1nc2c(n1O)CCCCC2	-1	24

4 of the compounds above, bar-delimited.
molecule | Pf apPOL inh | mHTT CaM bind
COc1cc(C(=O)N2CCN(Cc3cccc([N+](=O)[O-])c3)CC2)cc(OC)c1OC | 0 | 5
COc1ccc(NC(=O)C(NC(=O)/C=C/c2ccc3c(c2)OCO3)c2ccc(OC)cc2)cc1 (stereo not drawn) | -4 | 11
O=C(c1cccs1)c1nc2c(n1O)CCCCC2 | -1 | 24
COc1ccccc1CNC(=O)C(=O)NCCCN1CCCC1=O | -5 | -8

New compounds follow:
SMILES	Pf apPOL inh	mHTT CaM bind
CCC1Oc2ccccc2N(CC(=O)NC2CCCC(C)C2C)C1=O (stereo not drawn)	-28	-16
CN(C)c1cccc(N(C)C)c1CNS(=O)(=O)c1cc(Cl)sc1Cl	1	.
CC(=O)N1CCN(c2ccc(NC(=O)Cc3ccccc3)cc2)CC1	-2	4
Cc1cc2[nH]c(C(=O)NC3CCCC3)c(CN(C)C)c2s1	1	-1
Cc1cccc(NC(=O)CN2C(=O)N/C(=C\c3ccccc3)C2=O)c1	-3	15
CC(Oc1ccccc1)C(=O)N1CCc2c(c(C(=O)NCc3ccccc3)nn2C)C1 (stereo not drawn)	-7	55*
CN1CCN(NC(=O)C(=O)NCc2ccc(F)cc2)CC1	-5	-10
COc1ccc(/C=C(/NC(=O)c2cccs2)C(=O)N2CCOCC2)cc1OC	-10	1
CC(=O)c1ccc(N=Cc2nc(-c3ccc([N+](=O)[O-])cc3)oc2O)cc1	-4	-2
CC(C)C[C@@H]1COc2cc(Br)ccc2S(=O)(=O)N1Cc1cn(Cc2ccco2)nn1	-3	-4
O=C1C2C(C(=O)N1CC13CC4CC(CC(C4)C1)C3)C1C=CC2C12CC2 (stereo not drawn)	14	1
Cc1ncc(CO)c2cc(C(=O)Nc3ccccc3Cl)c(=Nc3ccccc3)oc12	-4	6
O=C(O)c1ccoc1CN1CCOCC1	-2	-2
Cc1ccc(C(=O)Nc2ccc(N3CCCCC3)cc2)c(Cl)c1	-3	31
